Bioassay records deposited in PubChem BioAssay by several laboratories.
Redox H2O2 prof: compounds producing H2O2 with reducing agent – biochemical, NIH compound library profiling, artefact control for MLSCN library redox annotation, primary screen; hit rate 0.03% among 200,000; activation, % at 10 µM; DTT-dependent redox cycling H2O2, phenol red/HRP absorbance; 100% = 100 µM peroxide control, 0% = buffer;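 active = activation of at least 50% relative to the plate's high and low controls in the primary single-dose screen; inactive = activation below 50%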;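 note: compound incubated with DTT at 0.8 mM final as the reducing agent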
ROMK mod: ROMK potassium channel modulators, primary screen, cell-based, thallium flux, MLSMR library; ATP-sensitive inward rectifier potassium channel 1 (Homo sapiens), P48048; Tet-inducible ROMK, thallium flux fluorescence; actives lie on both sides; B-score at 10 µM; hit rate 2% among 130,000; AID 1918, 2009;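 active = signal ratio slope over the read window, or its plate-corrected B-score, at least 3 SD from the plate mean, either direction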;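 note: B-score of the F/F0 ratio slope over 7 to 12 s after thallium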
S1P3 antagonist: S1P3 receptor antagonists, primary screen, cell-based; Sphingosine 1-phosphate receptor 3 (Homo sapiens), Q99500; CHO S1P3 NFAT-BLA reporter, FRET fluorescence, antagonist mode; inhibition, % at 4.98 µM; hit rate 0.27% among 170,000; AID 485, 2006;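 active = inhibition above the plate cutoff, the mean inhibition of test wells on that plate plus 3 SD, cut at about 28% in these data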;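 note: cells challenged with S1P at its EC80 of 0.8 µM; blue over green emission ratio from cleaved BLA substrate after 4 h stimulation; 0% = S1P-stimulated wells and 100% = unstimulated DMSO-only wells; some compounds past the cut are filed as inactive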
PPARg SRC-2 ag: agonists of PPARg-SRC-2 recruitment, primary screen, biochemical, HTS; Peroxisome proliferator-activated receptor gamma (Homo sapiens), P37231; AID 1032, 2008; PPARgamma LBD-SRC-2 recruitment; activation, % at 8 µM; hit rate 0.34% among 200,000; in the data active = activation above about 22%;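 note: 0% = vehicle and 100% = reference agonist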
PPARg SRC3 recr: PPARgamma agonists recruiting SRC-3 coactivator, primary screen, biochemical. hit rate 0.26% among 200,000. activation, % at 8 µM. biochemical PPARgamma/SRC-3 coactivator recruitment assay; in the data active = activation above about 23%;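 note: 0% = DMSO and 100% = reference agonist; some compounds past the cut are filed as inactive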
PPARg SRC-1 ag: PPARgamma agonists recruiting SRC-1 coactivator, primary screen, biochemical; activation, % at 8 µM; Peroxisome proliferator-activated receptor gamma (Homo sapiens), P37231; PPARgamma-SRC-1 coactivator recruitment biochemical assay; AID 631, 2007; hit rate 0.41% among 200,000; in the data active = activation above about 19%;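 note: 0% = DMSO and 100% = reference agonist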
TLR4 MyD88 comp: inhibitors of TLR4-MyD88 association in cells, primary screen, cell-based, HeLa CL3-4, BLA complementation, FRET ratio; hit rate 0.18% among 200,000; HeLa CL3-4 TLR4/MyD88 BLA complementation; Toll-like receptor 4 (Homo sapiens) + Myeloid differentiation primary response protein …; inhibition, % at 8.4 µM; in the data active = inhibition above about 25%;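 note: 0% = vehicle and 100% = reference inhibitor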
Target sequence (O00206 whole entry, looked up): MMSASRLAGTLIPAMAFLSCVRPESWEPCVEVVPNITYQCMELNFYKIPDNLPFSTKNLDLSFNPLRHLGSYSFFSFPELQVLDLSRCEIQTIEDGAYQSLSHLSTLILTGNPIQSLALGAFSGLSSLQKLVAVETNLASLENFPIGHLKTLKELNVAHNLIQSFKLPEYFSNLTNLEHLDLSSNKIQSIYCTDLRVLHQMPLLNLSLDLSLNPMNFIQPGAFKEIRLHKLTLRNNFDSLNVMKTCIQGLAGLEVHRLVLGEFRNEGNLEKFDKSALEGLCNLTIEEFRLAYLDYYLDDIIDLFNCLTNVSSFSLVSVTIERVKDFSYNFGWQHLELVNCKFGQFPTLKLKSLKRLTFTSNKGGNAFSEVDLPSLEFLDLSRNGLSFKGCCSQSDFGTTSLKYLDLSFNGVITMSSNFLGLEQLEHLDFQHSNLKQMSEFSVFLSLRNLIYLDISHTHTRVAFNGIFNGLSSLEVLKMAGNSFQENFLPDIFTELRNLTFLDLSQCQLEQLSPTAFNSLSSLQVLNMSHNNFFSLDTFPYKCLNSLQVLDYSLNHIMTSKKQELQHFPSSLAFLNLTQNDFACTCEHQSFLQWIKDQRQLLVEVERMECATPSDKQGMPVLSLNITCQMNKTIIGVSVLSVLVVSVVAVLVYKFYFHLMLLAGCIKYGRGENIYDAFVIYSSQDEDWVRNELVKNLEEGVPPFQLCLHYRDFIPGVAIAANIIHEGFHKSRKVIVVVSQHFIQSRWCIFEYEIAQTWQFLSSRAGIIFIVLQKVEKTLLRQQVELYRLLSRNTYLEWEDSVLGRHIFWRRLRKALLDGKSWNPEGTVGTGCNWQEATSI
Target sequence (Q99836 whole entry, looked up): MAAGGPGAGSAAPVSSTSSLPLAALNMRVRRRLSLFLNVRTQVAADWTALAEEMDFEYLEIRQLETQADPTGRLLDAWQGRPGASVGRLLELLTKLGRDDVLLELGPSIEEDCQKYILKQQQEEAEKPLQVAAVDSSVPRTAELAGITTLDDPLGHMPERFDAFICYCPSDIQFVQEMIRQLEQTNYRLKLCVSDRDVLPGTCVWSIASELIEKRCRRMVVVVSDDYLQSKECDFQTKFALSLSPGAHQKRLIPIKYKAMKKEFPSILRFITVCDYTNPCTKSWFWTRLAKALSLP
bIAP inh: bovine intestinal alkaline phosphatase inhibitors, primary screen, selectivity assay for TNAP inhibitor project, biochemical, bovine IAP, CDP-star luminescence. alkaline phosphatase, intestinal [Bos taurus]. purified bovine IAP, 30 min. inhibition, % at 20 µM. 190,000 tested, under 10 active;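 active = over 50% inhibition of intestinal alkaline phosphatase at 20 µM in the single-dose screen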
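Incubation: 30 min reaction at room temperature / Material: purified bovine intestinal alkaline phosphatase (IAP) enzyme / Input: enzyme at 1/65,000,000 dilution / Dosing: 20 µM single dose / Signal: CDP-star luminescence signal / Reagent: CDP-star chemiluminescent phosphatase substrate, 30 µM final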
L major viab: Leishmania major promastigote growth inhibition, primary screen | inhibition, % at 10 µM | Leishmania major promastigotes, resazurin fluorescence viability | hit rate 9% among 200,000; in the data active = inhibition above about 50%;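 note: promastigotes grown with compound for 44 hours at 28 °C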
bIAP activator: bovine intestinal alkaline phosphatase activators, primary screen, biochemical, bovine IAP, CDP-star luminescence; purified bovine IAP, 30 min; stronger effect = higher value; fold of DMSO-control signal, blank-subtracted; activation factor at 20 µM; hit rate 0.17% among 200,000; AID 1016, 2008;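 active = activation factor of 2 or more at 20 µM, a signal rise over negative controls twice the positive control's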
SRC2 TRFRET art: TR-FRET signal artefacts, primary screen, artefact control for PPARgamma SRC-2 agonist project, biochemical | TR-FRET artefact counter-screen; stronger effect = higher value | TR-FRET ratio at 8 µM | hit rate 0.4% among 200,000 | AID 1049, 2008; in the data active = TR-FRET ratio above about 2000; note: inactives centre near 1500
* = called active by the depositor; . = no result given.

SMILES	Redox H2O2 prof	ROMK mod	S1P3 antagonist	PPARg SRC-2 ag	PPARg SRC3 recr	PPARg SRC-1 ag	TLR4 MyD88 comp	bIAP inh	L major viab	bIAP activator	SRC2 TRFRET art
COC(=O)c1sccc1NS(=O)(=O)c1ccc(OC)cc1	-0.3	1.1	-23	-3	6	2	17	5	-6	1	1331
CCOC(=O)C(CC)n1cnc2c(oc3ccccc32)c1=O (stereo not drawn)	2.4	.	-5	4	-9	1	-9	-2	-6	1	1562
CNC(=O)Cn1nc(C)c2ccccc2c1=O	-0.2	-0.43	1	-3	3	2	5	8	-1	0.9	1319
O=C(c1ccccc1)N1CCC(c2nc3c(nnn3Cc3ccco3)c(=O)[nH]2)CC1	0.2	.	.	0	0	1	2	8	-1	0.9	1692
CC1CCCCC1NC(=O)c1ccc(S(=O)(=O)NCC2CCCO2)cc1 (stereo not drawn)	0.9	-0.19	-27	18	4	3	-8	-2	-2	1	1523
CCOC(=O)c1cc(C)n(Cc2cccc(OC)c2OC)c1C	-0.3	-0.31	.	3	2	0	3	-2	18	1	1526
COc1ccc(N2CCN(C(=O)CCCN3C(=O)c4cccc5cccc(c45)C3=O)CC2)cc1	-4.1	.	.	-2	3	-5	-10	1	98*	1	1420
Cc1ccc(C(=O)Nc2ccncc2)o1	1.8	.	-18	8	10	1	-7	6	10	0.9	1457
O=C(Nc1ccccc1C(F)(F)F)N1CCN(c2ccc3nncn3n2)CC1	-0.7	-0.57	-2	0	4	-6	13	0	-5	1	1681
CC(C)(C)C(=O)c1no[n+]([O-])c1/C(=N/O)C(C)(C)C	2.1	-0.76	5	6	2	-1	3	8	3	0.9	1702
COc1ccccc1CNC(=O)CN1C(=O)CSc2ccc(S(=O)(=O)N3CCCC3)cc21	0.9	0.69	14	-7	-1	-4	23	-8	1	1.1	1397
Cc1ccc(SCCNC(=O)c2cccc([N+](=O)[O-])c2C)cc1	-3.9	-1.5	.	-6	0	-8	1	16	-2	0.8	1437
COc1cccc(-n2c(CN3CCN(c4ccccc4)CC3)nc3ccc([N+](=O)[O-])cc3c2=O)c1	-0.6	0.74	2	3	1	0	0	5	63*	1	1633
CC(C)c1cc(N2CCN(C(=O)c3ccco3)CC2)n2c(nc3ccccc32)c1C#N	-1.2	.	9	-7	-1	-4	3	-39	52*	1.4	1482
Cc1cccc(NC(=O)c2ccccc2OCC(=O)N2CCOCC2)c1C	3.2	.	-21	-8	-23	5	-5	4	15	1	1410
Cc1cc(C)n(C(=O)c2cc3c(s2)CCCC3)n1	2.4	.	.	-3	-9	-2	-2	7	-1	0.9	1371
COC(=O)Cc1cc(=O)[nH]c(/N=C(\N)Nc2ccccc2C)n1	0.6	.	.	0	11	2	9	10	0	0.9	1629
CCOC(=O)C1(CCOc2ccccc2)CCN(Cc2cccc(-n3cccn3)c2)CC1	0.8	-0.93	-7	1	0	0	1	13	93*	0.9	1596
Cc1ccc(C)c(NC(=O)c2nnn(Cc3ccccc3C)c2N)c1	2.5	.	8	6	-1	5	-8	16	20	0.8	1611
CC(C)(C)NC(=O)CN(C(=O)CS(=O)CC(=O)Nc1ccc(F)cc1)c1ccc(F)c(Cl)c1 (stereo not drawn)	0.0	-1.4	-2	1	5	3	-8	-10	-6	1.1	1545
O=C(Nc1ccnc(-c2cccnc2)n1)c1ccc(Cl)c(Cl)c1	0.0	1.8	.	0	5	0	-3	8	1	0.9	1543
Cc1nnc(C)c2c(C)n(-c3ccc4ncccc4c3)c(C)c12	-0.9	-0.59	-40	7	7	1	-4	-17	5	1.2	1665
Cc1ccc(C(=O)c2cn[nH]c2-c2cc(Cl)ccc2O)cc1	-1.4	-0.77	.	4	-5	6	-9	-51	98*	1.5	1603
CCOC(=O)c1[nH]c(C)c(C(=O)NC2CCCCC2)c1C	-1.2	.	-4	0	9	6	-7	11	-4	0.9	1583
CCOc1nc(NCCO)nc(NCCC2=CCCCC2)n1	0.1	.	.	1	4	-1	0	13	2	0.9	1430
O=C(NCCc1cccc(Cl)c1)c1cccnc1	0.6	0.27	-24	-6	-1	-5	-1	-1	-7	1	1433
COc1ccc(NC(=O)Cn2nc3n(c2=S)CCC3)cc1	-2.6	.	-23	10	3	2	2	7	1	0.9	1659
Cc1ccc(C(=O)C(OC(=O)c2cnccn2)c2ccccc2)cc1C (stereo not drawn)	-0.6	-0.18	-4	16	1	2	-1	2	-5	1	1512
O=C(CCC(=O)Nc1nnc(C2CCCCC2)s1)NCC1CCCO1 (stereo not drawn)	0.5	0.44	.	0	-1	1	-10	7	0	0.9	1441
COc1ccc(-n2cc(C(=O)c3cc4ccccc4oc3=O)c(C(C)=O)n2)cc1	0.0	-0.41	.	-1	-11	1	-9	4	-18	1	1601

Entries of single compounds, quoted from the list. Screens in order: Redox H2O2 prof, ROMK mod, S1P3 antagonist, PPARg SRC-2 ag, PPARg SRC3 recr, PPARg SRC-1 ag, TLR4 MyD88 comp, bIAP inh, L major viab, bIAP activator, SRC2 TRFRET art
COc1ccc(-n2cc(C(=O)c3cc4ccccc4oc3=O)c(C(C)=O)n2)cc1 is listed as 0.0, -0.41, ., -1, -11, 1, -9, 4, -18, 1, 1601
O=C(Nc1ccnc(-c2cccnc2)n1)c1ccc(Cl)c(Cl)c1 is listed as 0.0, 1.8, ., 0, 5, 0, -3, 8, 1, 0.9, 1543

(further entries)
SMILES	Redox H2O2 prof	ROMK mod	S1P3 antagonist	PPARg SRC-2 ag	PPARg SRC3 recr	PPARg SRC-1 ag	TLR4 MyD88 comp	bIAP inh	L major viab	bIAP activator	SRC2 TRFRET art
CCOC(=O)CN(C#N)c1nc(N(C)C)nc(N(C)C)n1	0.0	0.053	-5	10	-1	4	0	-18	-5	1.2	1618
c1ccc(-c2csc(NNC3=NCCCCC3)n2)cc1	0.5	-0.11	.	1	0	2	11	-24	9	1.2	1490
O=C(CSc1ccc2c(c1)OCCO2)Nc1ccc2c(c1)OCO2	0.0	-0.096	.	-4	-1	-6	1	28	0	0.7	1695
Cc1[nH]nc2c1C(c1cccc(O)c1)C1=C(CC(C)(C)CC1=O)N2 (stereo not drawn)	3.4	.	-9	2	-3	5	-4	-8	-4	1.1	1278
COc1ccc(Cl)cc1C(=O)NNC(=O)c1cccc(S(=O)(=O)N(C)C)c1	0.5	.	-8	0	-4	7	0	.	-5	0.4	1561
Cc1ccc(C2=NN(CC(=O)NCc3cccnc3)C(=O)CC2)cc1	-0.4	-0.27	12	13	1	5	3	14	-4	0.9	1559
Cn1c(=O)c2c(nc(NCCOc3ccc(C(C)(C)C)cc3)n2C)n(C)c1=O	0.2	-0.25	6	3	1	2	-6	4	-5	1	1790
CCOC(=O)C1CN(S(=O)(=O)c2cccc(C(F)(F)F)c2)c2cc(CC(=O)OC)ccc2O1 (stereo not drawn)	1.5	.	.	12	6	-5	15	-10	-2	1.1	1557
CCOc1cc2c(C#N)c(N3CCCCC3)nc(N)c2c(N)n1	4.7	-1.3	.	14	-4	3	-1	-13	9	1.1	1612
O=C(CCNC(=O)Cn1ccc2ccccc2c1=O)NCCN1CCN(c2cccc(Cl)c2)CC1	-2.1	.	19	12	4	8	13	0	-6	1	1500
CCCCCCC1CCC(c2nc(-c3ccncc3)no2)CC1 (stereo not drawn)	-0.1	0.16	.	-4	-1	0	9	-2	-12	1	1366
CCn1c(SCC(=O)NCc2ccccc2)nnc1-c1ccccc1O	0.0	.	-5	0	-2	3	-9	4	-2	1	1480
CCN(CC(=O)NCc1ccc(F)cc1)C(=O)COc1ccc(C)c(C)c1	-0.5	-0.92	-17	18	1	11	-1	31	0	0.7	1724
CCCCOC(=O)c1ccc(-c2ccc(/C=N/NC(=S)NCC)o2)cc1	1.2	-0.046	.	1	7	9	-24	8	0	0.9	1669
CCOP(=O)(OCC)C(Nc1cc(Cl)cc(Cl)c1)c1cccc(O)c1 (stereo not drawn)	-0.5	0.16	19	7	3	-2	-15	-18	13	1.2	1572
COc1ccc(C2c3[nH]c4ccccc4c3CCN2C(=O)c2cc3ncccn3n2)c(F)c1 (stereo not drawn)	0.9	0.82	14	1	-2	-5	-4	-4	40	1	1639
O=C1c2ccccc2C(=O)N1CCCc1nc2ccccc2c(=O)n1Cc1ccco1	-0.8	0.37	-14	4	-3	-5	-15	6	15	0.9	1432
COc1ccccc1N(C)S(=O)(=O)c1ccc(C(=O)OCC(=O)c2c[nH]c3ccccc23)cc1	-0.4	.	2	2	-2	10	-6	8	100*	0.9	1716
COc1ccc(Oc2cc(C)c3ccccc3n2)cc1	0.3	.	.	-1	-3	-8	22	14	1	0.9	1572
Cc1cnc(CN2CCc3c([nH]c4ccccc34)C2C2CCCCC2)[nH]1 (stereo not drawn)	-0.7	.	12	15	7	6	0	-64	54*	1.6	1766
CC1(C)NC(=O)N(CC(=O)OCC(=O)Nc2cc(S(=O)(=O)N3CCCCCC3)ccc2Cl)C1=O	-0.4	-0.42	-13	6	-2	-4	3	11	-3	0.9	1772
CCC(=O)NNc1nc2c(C)c(C)ccc2s1	9.5	-0.42	-4	8	-3	1	2	-27	0	1.3	1486
O=C(Cc1cn2ccsc2n1)Nc1ccccc1Oc1ccccc1	2.0	.	-21	-4	0	-1	-8	4	7	1	1441
COc1ccc(NC(=O)c2ccc(NCC3CCCO3)c([N+](=O)[O-])c2)cc1 (stereo not drawn)	0.0	0.011	-8	12	7	2	8	1	1	1	1719
O=C(OC1CCOC1=O)c1cccc(S(=O)(=O)Nc2ccc(F)cc2)c1 (stereo not drawn)	-0.8	-1.1	-33	9	-1	4	-10	7	-6	0.9	1461
O=C1NCC(c2ccccc2)C1C(=O)N/N=C\c1ccc(-c2cccc(Cl)c2Cl)o1 (stereo not drawn)	0.5	.	.	1	2	3	1	-1	12	1	1561
COC(=O)c1ccc(COC(=O)CNC(=O)CNC(=O)c2ccc(C)cc2)cc1	3.3	-0.82	7	4	0	-2	-5	3	-5	1	1612
CSc1ccc(-c2nc(O)c3cnccn23)cc1	0.8	-0.29	-27	14	6	4	5	-2	-3	1	1589
Oc1ccccc1CNc1ccc(Br)cn1	2.6	.	.	5	3	3	12	12	33	0.9	1658
O=S(=O)(c1cccc2nsnc12)N1CCN(c2ncccn2)CC1	3.0	.	11	6	10	-4	-4	12	0	0.9	1563
CC(C)(C)NC(=O)c1ccc(COc2ccccc2Br)o1	-0.8	-1.9	6	-5	-11	-2	-10	4	78*	1	1467
O=C(Cn1nc(-c2ccccc2)c2ccccc2c1=O)NCCN1CCOCC1	-2.8	.	0	1	1	0	-8	15	-5	0.9	1545
CC(C)Cc1cc(C(=O)Nc2cc(C(F)(F)F)ccc2Cl)no1	0.2	0.21	.	8	-11	2	-1	30	-8	0.7	1485
